NTR1 agonist – NTR1-driven beta-arrestin-GFP spot formation – imaging, U2OS cells, high content, primary screen (AID 493036) | agonist mode | activation, % at 20 µM | P30989 | 0.17% of 330,000 active;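 active means activation at or above 40% of the spot to cytoplasm intensity ratio, with at least 20 cells analyzed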;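 further: 0% = DMSO without peptide and 100% = 100 nM NTR1 peptide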
Target sequence (P30989 whole entry, looked up): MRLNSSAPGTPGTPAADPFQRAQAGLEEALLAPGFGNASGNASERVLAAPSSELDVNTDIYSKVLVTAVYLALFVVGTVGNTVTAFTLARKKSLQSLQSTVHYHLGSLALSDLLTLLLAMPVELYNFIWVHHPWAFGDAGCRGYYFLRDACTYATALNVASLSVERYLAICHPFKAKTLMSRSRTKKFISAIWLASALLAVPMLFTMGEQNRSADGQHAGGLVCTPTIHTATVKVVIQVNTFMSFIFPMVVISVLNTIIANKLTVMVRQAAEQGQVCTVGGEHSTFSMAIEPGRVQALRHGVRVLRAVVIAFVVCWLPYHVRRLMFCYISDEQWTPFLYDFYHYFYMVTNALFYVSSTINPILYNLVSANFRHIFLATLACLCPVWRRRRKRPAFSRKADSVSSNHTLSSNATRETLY
PhoP inhibition – PhoP-dependent GFP reporter repression – Salmonella Typhimurium, primary screen (AID 1863) | S. Typhimurium PhoP-regulated promoter GFP reporter, 4 h; higher % means a stronger effect | inhibition, % at 50 µM, or IC50 in µM where a hit was titrated | 0.16% of 300,000 active;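 active means inhibition over 29.93%, a cutoff 3 SD above the screen mean, later confirmed by dose response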;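 further: 0% = low Mg2+ inducing control and 100% = high Mg2+ repressing control; strong numbers were not always called active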
SV40 large T antigen – SV40 large T antigen inhibitors, biochemical (AID 1903); SV40 large T antigen ATPase/helicase inhibition assay; higher % means a stronger effect; 0.39% of 310,000 active; inhibition, % at 20 µM; hits with a dose series show IC50 in µM; in the data active means a potency from the dose series; further: strong numbers were not always called active
West Nile antiviral – inhibition of WNV-induced cytopathic effect – cell-based, CPE readout (AID 1621); West Nile virus-infected cells, CPE inhibition; higher % means a stronger effect; CPE inhibition, % at 10 µM; hits with a dose series show IC50 in µM; 0.02% of 290,000 active; in the data active means a potency from the dose series; further: strong numbers were not always called active
T cell modulator – T cell immune modulators affecting CD8 T cell-vesicle binding | 2C CD8+ T cell-vesicle binding, flow cytometry; active compounds read low | calls only at 7 µM | 0.068% of 330,000 active;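 active means response, share of CD8 T cells binding vesicles, and their 90th percentile fluorescence all below set limits, cut at about 80% in these data, passing the limit was not always enough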
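Assay system: 2C TCR transgenic mouse naive CD8+ T cells, MACS-purified | Read-out: CD8+ gate FL2 mean fluorescence as % of same-row positive control | Signal: High-throughput flow cytometry with anti-B7-1 and anti-CD8 staining | Timing: Binding step 1.5 h, 37 °C, antibody labelling 20 min, ice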
Rac1 GTP hydrolysis – MgcRacGAP GTPase-activating activity inhibitors, confirmation, biochemical, ADP Hunter fluorescence; MgcRacGAP-stimulated Rac1 GTP hydrolysis, ADP Hunter fluorescence; higher % means a stronger effect; GST-tagged Rac1 F28L mutant substrate; one-dose inhibition, % at 30 µM; IC50 in µM for titrated hits; 0.6% of 340,000 active; AID 624330;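 active means first-screen hits whose inhibition reached a set limit at any dose in the follow-up dose series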;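 further: fluorescence reports GDP produced by GAP-driven GTP hydrolysis; strong numbers were not always called active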
K1F lysis inhibition – protection from phage-mediated lysis, alamar blue read-out – E. coli UTI89, K1F phage, bacterial capsule biogenesis inhibitors (AID 488966). E. coli UTI89 K1F phage lysis, alamar blue, 2 h; higher % means a stronger effect. one-dose inhibition, % at 100 µM; IC50 in µM for titrated hits. 0.02% of 340,000 active;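 active means phage lysis inhibition, versus mean bacterial control, above a set limit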;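 further: capsule biogenesis inhibitors block K1F phage lysis so surviving cells raise fluorescence; higher fluorescence means more inhibition of phage lysis; actives were called in the ten point dose series up to 300 µM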
NS5 inhibitors – flavivirus cap methylation enzyme inhibition – biochemical, confirmation dose response, primary screen (AID 588689). inhibition, % at 25 µM; hits with a dose series show IC50 in µM. 0.3% of 340,000 active. Dengue-2 NS5 methyltransferase capping enzyme assay, biochemical; higher % means a stronger effect; in the data active means a potency from the dose series
RSV antiviral HEp-2 – RSV antiviral activity via CPE protection, HEp-2 cells, primary 10 µM value included (AID 2391); HEp-2 cells, RSV-induced CPE inhibition; higher % means a stronger effect; CPE inhibition, % at 10 µM, or IC50 in µM where a hit was titrated; 0.13% of 310,000 active; in the data active means a potency from the dose series; further: strong numbers were not always called active
T cell modulator vesicle-bound % – also measured in T cell modulator; calls as there; double positive events, %; measured here: CD8+ vesicle-bound cell fraction;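 binding gate set so that unloaded-vesicle control wells show 10% double positive cells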
NTR1 agonist cell count 20 µM – second read-out of NTR1 agonist, no call of its own (marks repeat the call); cell count; measured here: cell count, cytotoxicity flag
* hit, by the source's call; i = inactive; x = not tested or not shown; & = joins results of further samples; [ ] = another dose, or the depositor's remark. Rows are unselected; overall some 1.5% were active at least once.

#	SMILES	NTR1 agonist	NTR1 agonist cell count 20 µM	PhoP inhibition	SV40 large T antigen	West Nile antiviral	T cell modulator
1	Cn1ncc(C#N)c1NC(=O)C1CC(c2c(F)cccc2Cl)=NO1 (stereo not given)	0.5	41	5.6%	0.2%	0.0%	i
2	O=C1Nc2ccccc2/C1=C/c1ccccc1Cl	5.5	75	-6.7%	5.0%	0.9%	i
3	CCOC(=O)N1CCN(c2cc(C)c([N+](=O)[O-])cc2F)CC1	0.1	51	-5.1%	3.6%	-1.1%	i
4	COc1cc(OC)c2ccc(=O)oc2c1C(CC(=O)N1CCOCC1)c1ccc(N(C)C)cc1 (stereo not given)	-3.3	89	12.7%	17.1%	-1.0%	i
5	O=C(O)Cc1sc(Nc2cccc3ccccc23)nc1-c1ccc(F)cc1	2.9	66	3.7%	8.3%	-0.1%	i
6	CCOC(=O)C1=C(C)NC(=O)NC1c1ccccc1Cl (stereo not given)	2.0	77	-5.8%	2.1%	1.2%	i
7	COc1cccc(NC(=O)C2CCN(c3cnccn3)CC2)c1	-1.9	53	5.7%	3.2%	-0.3%	i
8	c1cncc(-c2nnc(-c3cccs3)o2)c1	-2.8	74	7.9%	-0.7%	0.0%	i
9	Cn1c(=O)c2c(nc(N3CCc4ccccc4C3)n2Cc2ccc(Br)cc2)n(C)c1=O	10.0	42	14.5%	-7.4%	-0.5%	i
10	CC(=O)c1cc(C#N)c(SCC(=O)Nc2nccs2)nc1C	-0.4	28	x	x	0.5%	i

#	T cell modulator vesicle-bound %	Rac1 GTP hydrolysis	K1F lysis inhibition	NS5 inhibitors	RSV antiviral HEp-2
1	29.0	4.6%	0.1%	0.0%	-1.3%
2	34.9	9.2%	0.0%	-2.6%	5.4%
3	27.8	-1.8%	4.3%	-11.9%	15.1%
4	4.9	14.8%	-0.4%	-1.2%	0.5%
5	14.9	11.4%	-1.2%[50 µM]	-0.7%	19.5%
6	36.8	9.8%	0.5%	6.3%	0.7%
7	7.3	5.5%	0.0%	3.3%	1.1%
8	24.1	7.9%	0.1%	-4.7%	0.2%
9	48.9	3.1%	12.4%	-4.8%	0.0%
10	46.1	-5.9%	-0.1%	10.9%	-0.9%

(continued)
#	SMILES	NTR1 agonist	NTR1 agonist cell count 20 µM	PhoP inhibition	SV40 large T antigen	West Nile antiviral	T cell modulator
11	COc1ccccc1N(CC(=O)NCCSc1ccccc1)S(C)(=O)=O	-0.8	31	-2.0%	16.3%	0.3%	i
12	CC1CCN(C(=O)NC(=O)c2ccc(Cl)cc2)CC1	0.3	68	0.5%	-4.8%	0.5%	i
13	COc1ccccc1NC(=O)N1CCOCC1	-0.6	41	0.2%	10.8%	0.0%	i
14	COc1cccc(C(=O)SC2=NCCS2)c1	-0.6	45	23.9%	27.3%	-0.2%	i
15	O=C1NC(=O)C(=O)N1	1.1	62	-1.1%	14.2%	x	i
16	CCCCNC(=O)c1ccc(CNc2c(N3CCC(C(=O)OCC)CC3)c(=O)c2=O)cc1	-1.4	49	-0.9%	-6.7%	0.0%	i
17	O=C(COC(=O)c1cc([N+](=O)[O-])ccc1NCCO)Nc1ccc2c(c1)OCO2	1.2	53	-1.1%	5.0%	-0.3%	i
18	COc1ccc(N/C=C(\C(C)=O)c2ccc(OC)c(OC)c2)cc1OC	0.2	45	7.5%	13.3%	1.6%	i
19	COc1ccc(C(C)C)cc1S(=O)(=O)Nc1ccncc1	-0.3	42	17.9%	-2.3%	0.6%	i
20	O=C(CN(C(=O)CSc1nc2ccccc2o1)c1ccccc1)NC1CCCCC1	2.2	69	2.7%	-6.4%	-0.8%	i

#	T cell modulator vesicle-bound %	Rac1 GTP hydrolysis	K1F lysis inhibition	NS5 inhibitors	RSV antiviral HEp-2
11	17.3	4.0%	2.4%	-2.0%	0.8%
12	55.3	7.9%	0.9%	-3.9%	1.4%
13	29.4	x	-1.1%[50 µM]	-0.7%	1.0%
14	34.0	6.5%	0.1%	-8.4%	0.7%
15	23.0	6.9%	3.6%	3.7%	1.1%
16	52.5	2.4%&5.4%	4.5%&4.8%	6.2%&4.1%	0.4%
17	56.4	13.3%	0.4%	-3.6%	6.1%
18	63.9	10.8%	-3.3%	0.0%	-1.8%
19	40.1	-2.6%	0.0%	-5.9%	0.1%
20	30.0	7.0%	-0.7%	-3.5%	3.5%

Next part, starting with the last 6 of the part before.
#	SMILES	NTR1 agonist	NTR1 agonist cell count 20 µM	PhoP inhibition	SV40 large T antigen	West Nile antiviral	T cell modulator
15	O=C1NC(=O)C(=O)N1	1.1	62	-1.1%	14.2%	x	i
16	CCCCNC(=O)c1ccc(CNc2c(N3CCC(C(=O)OCC)CC3)c(=O)c2=O)cc1	-1.4	49	-0.9%	-6.7%	0.0%	i
17	O=C(COC(=O)c1cc([N+](=O)[O-])ccc1NCCO)Nc1ccc2c(c1)OCO2	1.2	53	-1.1%	5.0%	-0.3%	i
18	COc1ccc(N/C=C(\C(C)=O)c2ccc(OC)c(OC)c2)cc1OC	0.2	45	7.5%	13.3%	1.6%	i
19	COc1ccc(C(C)C)cc1S(=O)(=O)Nc1ccncc1	-0.3	42	17.9%	-2.3%	0.6%	i
20	O=C(CN(C(=O)CSc1nc2ccccc2o1)c1ccccc1)NC1CCCCC1	2.2	69	2.7%	-6.4%	-0.8%	i
21	COc1ccc(C2/C(=C(/O)c3ccc4c(c3)CC(C)O4)C(=O)C(=O)N2CCCN2CCOCC2)cc1OC (stereo not given)	0.9	51	-3.5%	21.3%	-0.6%	i
22	CCOc1cccc(CN2CCCC(N3CCc4ccccc4C3)C2)c1O (stereo not given)	0.2	67	11.9%	10.9%	-1.2%	i
23	Cc1ccc(C)c(CNS(=O)(=O)c2ccc3c(c2)C(C)(C)C(=O)N3C)c1	1.1	55	-9.4%	10.3%	1.1%	i
24	CC(Oc1cccc2cccnc12)C(=O)N/N=C/c1ccc2c(c1)OCO2 (stereo not given)	-0.3	55	x	x	x	i

#	T cell modulator vesicle-bound %	Rac1 GTP hydrolysis	K1F lysis inhibition	NS5 inhibitors	RSV antiviral HEp-2
15	23.0	6.9%	3.6%	3.7%	1.1%
16	52.5	2.4%&5.4%	4.5%&4.8%	6.2%&4.1%	0.4%
17	56.4	13.3%	0.4%	-3.6%	6.1%
18	63.9	10.8%	-3.3%	0.0%	-1.8%
19	40.1	-2.6%	0.0%	-5.9%	0.1%
20	30.0	7.0%	-0.7%	-3.5%	3.5%
21	8.8	5.8%	0.1%	1.9%	0.9%
22	53.7	3.4%	-0.1%	-1.8%	1.6%
23	25.8	-4.5%	0.0%	-4.6%	2.8%
24	40.6	-1.1%	-0.6%	-1.7%	1.1%

Screening results as filed in PubChem BioAssay.
